Screening data: PubChem BioAssay, National Center for Advancing Translational Sciences (NCATS)
LDHA inh: LDHA (human) enzyme inhibition; purified LDHA, NADH/diaphorase-resazurin fluorescence; active compounds read low; 480,000 tested, 0.15% active; P00338; activity change, % (values are at about 110 or 230 µM); in the data active = activity change below about -30%; inconclusive = mostly about -25% to -30%;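 also: plate controls were DMSO wells for no effect and wells without enzyme for full effect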
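Enzyme activity of human lactate dehydrogenase 5 (2 nM; 0.06 mM NADH, 0.2 mM pyruvate, 5 min, RT) is measured via a resazurin/diaphorase fluorescence readout of residual NADH.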
Pol kappa inh: DNA polymerase kappa (human) inhibition; purified Pol kappa, fluorescent DNA synthesis assay, 10 min; Potency, µM (titrated, usually from 107 µM), for inactives: at the top dose activity, negative = inhibition, usual class: inhibitors; 400,000 tested, 0.53% active; AID 588579; also: potency is read from the fitted curve at half-maximal effect; % is scaled to controls: 0 for no effect and ±100 for the full control effect
Target sequence (Q9UBT6 whole entry, looked up): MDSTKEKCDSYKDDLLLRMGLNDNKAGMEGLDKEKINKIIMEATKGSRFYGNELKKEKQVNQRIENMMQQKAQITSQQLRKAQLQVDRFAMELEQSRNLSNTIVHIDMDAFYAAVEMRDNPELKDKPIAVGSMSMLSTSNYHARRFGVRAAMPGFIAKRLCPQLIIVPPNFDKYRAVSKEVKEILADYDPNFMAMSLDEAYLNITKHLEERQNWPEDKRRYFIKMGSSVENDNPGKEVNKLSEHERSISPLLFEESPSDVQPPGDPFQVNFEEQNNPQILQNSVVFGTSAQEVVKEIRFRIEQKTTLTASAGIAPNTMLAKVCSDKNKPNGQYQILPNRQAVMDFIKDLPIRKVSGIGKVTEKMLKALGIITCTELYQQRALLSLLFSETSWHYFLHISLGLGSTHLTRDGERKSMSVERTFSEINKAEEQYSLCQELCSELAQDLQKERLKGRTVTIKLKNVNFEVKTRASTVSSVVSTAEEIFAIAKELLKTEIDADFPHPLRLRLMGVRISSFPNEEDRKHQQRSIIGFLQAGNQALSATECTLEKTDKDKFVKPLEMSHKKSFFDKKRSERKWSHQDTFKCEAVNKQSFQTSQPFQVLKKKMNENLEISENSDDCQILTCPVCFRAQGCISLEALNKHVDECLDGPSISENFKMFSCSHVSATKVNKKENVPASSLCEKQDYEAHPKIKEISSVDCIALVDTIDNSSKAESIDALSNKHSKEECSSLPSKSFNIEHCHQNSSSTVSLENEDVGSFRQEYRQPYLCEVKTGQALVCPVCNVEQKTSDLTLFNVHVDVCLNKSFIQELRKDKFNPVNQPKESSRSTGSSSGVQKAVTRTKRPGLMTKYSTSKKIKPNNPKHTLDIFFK
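First, compounds were pin-transferred onto 10 nM Pol kappa. After 15 min at room temperature, substrate was added to 50 nM final. Fluorescence was then measured kinetically at 0 and 10 min.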
POLB inh: inhibitors of human DNA polymerase beta. AID 485314. Potency, µM (highest dose often 114 µM), inactives show top-dose activity change, negative = inhibition, usual class: inhibitors. Pol beta primer extension/strand displacement, fluorescence kinetic. 340,000 tested, 1.3% active; also: potency is read from the fitted curve at half-maximal effect; % is scaled to controls: 0 for no effect and ±100 for the full control effect
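Pol beta (10 nM) and compounds were preincubated 15 min at room temperature, then 50 nM substrate (final) started primer extension/strand displacement. Reads were taken at 0 and 10 min; concentration-response data were fitted to a four-parameter Hill equation.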
ERG-DNA inh: blocks human ERG Ets domain binding to DNA; AID 624246; 370,000 tested, 0.028% active; fluorescence polarization, His-ERG Ets domain / labelled DNA; Potency, µM (top dose mostly 76.9 µM), inactives show top-dose FP activity, negative = inhibition, actives largely listed as inhibitors; active = well fitted inhibition curve with a large enough effect in the polarisation, with a control signal flat; inconclusive = small, poorly fitted or top-dose-only effect, or effect the other way, or a change in a side signal; inactive = no such curve, though single readings can be large or run the other way; the % refers to the polarisation;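 also: polarization taken with two DNA probes labelled with fluorescein and Texas red; potency is read from the fitted curve at half-maximal effect; % of control where 0% means no effect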
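His-tagged ERG Ets domain (1 uM in the protein solution; 300mM KCl, 50mM Tris-HCl, 1mM EDTA, 1mM DTT, pH 7.5) received compound, then a probe mix of 5 nM fluorescein-DNA and 100nM Texas-615-DNA. Fluorescence polarization was read for both dyes.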
12-LOX inh: blocks human arachidonate 12S-lipoxygenase. Potency, µM (titrated, usually from 108 µM), for inactives: at the highest dose activity change, negative = inhibition, usual class: inhibitors. P18054. purified 12hLO, xylenol orange hydroperoxide absorbance. AID 1671190. 580,000 tested, 1.1% active; also: potency is read from the fitted curve at half-maximal effect; % is scaled to controls: 0 for no effect and ±100 for the full control effect
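Purified human 12hLO (150 nM final) in 25 mM Hepes, 0.01% Triton X-100, pH 7.0 was preincubated 15 min at room temperature with compound. Then 40 uM arachidonic acid was added, 30 min. Hydroperoxide was read by Fe-XO absorbance ratio 573/405 nm.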
RGS4 inhibitor: blocks human RGS4-accelerated GTP hydrolysis | Transcreener GDP fluorescence polarization, RGS4-accelerated GTP hydrolysis | P49798 | Potency, µM (titrated, usually from 114 µM), without a hit: at the highest dose activity change, negative = inhibition, hits mostly inhibitors | 390,000 tested, 0.039% active; also: potency is read from the fitted curve at half-maximal effect; % is scaled to controls: 0 for no effect and ±100 for the full control effect; nearly all actives have a fitted effect of over 75% in size; some results filed as inactive show a strong effect at the top dose
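MLSMR compounds (23 nl, pin-transferred) preincubated 10 min at room temperature with a 500nM (2x) first reagent, then RGS4 at 900nM (2x) plus Transcreener GDP mix added; fluorescence polarization (620/688 nm) read before and after 90 min at 30 °C.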
APEX1 inh: blocks human APE1 abasic DNA cleavage; AID 2517; P27695; recombinant APE1, TAMRA/BHQ-2 abasic DNA cleavage fluorescence; 350,000 tested, 0.35% active; Potency, µM (series often up to 65.8 µM), without a hit: at the highest dose activity change, negative = inhibition, usual class: inhibitors;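 also: potency is read from the fitted curve at half-maximal effect; plate controls were vehicle for no effect and reference inhibitor for full effect; nearly all actives have a fitted effect of over 55% in size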
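Readout is kinetic fluorescence (ex 525, em 598 nm) from cleavage of 50 nM TAMRA/BHQ-2 THF abasic duplex by 0.75 nM APE1, compound added 15 min beforehand at RT.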
Apoferritin bind: binds horse apoferritin like a general anesthetic; AID 485281; P02791; apoferritin/1-aminoanthracene competitive binding, fluorescence; Potency, µM (titrated, usually from 77.5 µM), without a hit: at the top dose activity change, negative = displacement, hits mostly inhibitors; 350,000 tested, 0.074% active; also: potency is read from the fitted curve at half-maximal effect; % is scaled to controls: 0 for no effect and ±100 for the full control effect; nearly all actives have a fitted effect of over 20% in size
Target sequence (P02791 2-175 limits assumed): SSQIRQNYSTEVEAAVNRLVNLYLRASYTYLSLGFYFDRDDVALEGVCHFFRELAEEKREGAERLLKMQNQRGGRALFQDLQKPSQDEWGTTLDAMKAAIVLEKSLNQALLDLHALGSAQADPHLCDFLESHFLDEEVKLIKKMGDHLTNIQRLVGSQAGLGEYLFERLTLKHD
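Probe: 1-aminoanthracene (50% saturated, PBS). Protein: horse-spleen apoferritin, 10 uM. Incubation: 10 min, room temperature. Detection: 380 nm excitation, 535 nm emission. Analysis: normalized response, four-parameter Hill.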
POLH inh: blocks human DNA polymerase eta activity. 390,000 tested, 1.2% active. Q9Y253. recombinant Pol eta, fluorescent DNA replication assay. Potency, µM (top dose mostly 114 µM), for inactives: at the top dose activity change, negative = inhibition, usual class: inhibitors; also: potency is read from the fitted curve at half-maximal effect; % is scaled to controls: 0 for no effect and ±100 for the full control effect
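Fluorescent replication assay: 50 nM final substrate added after a 15 min room-temperature compound preincubation with 10 nM enzyme. Signal taken at 0 min and again at 10 min.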
* marks the source's active call; other numbers are inactive results; ? = inconclusive; . = no result given; & = joins results of further samples; [ ] = dose if it differs, or a comment. Unless noted, calls follow the shape of the dose curve; as a rule, active = well fitted curve in the direction sought with a large enough effect; inconclusive = small, poorly fitted or top-dose-only effect, or another doubt; inactive = no such curve, though single readings can be large; an effect the other way counts as inactive or inconclusive. Some of the compounds tested; rates above refer to the full screens.

Labels used below – A = LDHA inh; B = Pol kappa inh; C = POLB inh; D = ERG-DNA inh; E = 12-LOX inh; F = RGS4 inhibitor; G = APEX1 inh; H = Apoferritin bind; I = POLH inh
> Cc1nc(-c2cccc(F)c2)sc1CCNC(=O)C(=O)Nc1ccc2c(c1)OCO2
  A: -3; B: -12%[60.1 µM]; C: -21%; D: -2%; E: -18%; F: 9%; G: .; H: -1%; I: -13%
> CCOc1ccc(CN(C)C(=O)[C@H](C)NC(=O)c2ccco2)cc1OC
  A: -3; B: -2%; C: -5%; D: 10%; E: 18%; F: -14%; G: 16%; H: -3%; I: -7%
> Cc1cc(C)c(C(=O)CSc2nc3ccccc3c(=O)[nH]2)cc1C
  A: -2; B: -5%; C: -2%; D: 1%; E: 0%; F: 11%; G: -6%; H: -17%; I: -3%
> COc1ccc(NS(=O)(=O)c2cccc(C(=O)NCC(c3ccco3)N3CCCC3)c2)cc1 (centres undefined)
  A: -6; B: -10%; C: .; D: 1%; E: 5%; F: -23%; G: 2%; H: .; I: -20%
> COC(=O)c1nc(NC(=O)c2ccc(F)cc2)n[nH]1
  A: -1; B: -4%; C: 24%; D: -2%; E: -7%; F: -36%; G: 18%; H: 0%; I: -18%
> O=C(NCC(=O)N(c1cccnc1)C(C(=O)NC1CCCCC1)c1cccnc1)c1ccco1 (centres undefined)
  A: -3; B: -4%; C: 12%; D: -5%; E: 0%; F: 9%; G: -3%; H: 11%; I: -13%
> CC(=O)c1cccc(-n2c(=O)c3c4c(sc3n(CC(=O)c3ccccc3)c2=O)CN(C(C)=O)CC4)c1
  A: 1; B: -11%; C: 1%; D: 0%; E: -1%; F: -44%; G: .; H: 1%; I: -4%
> O=C(OCc1ccccc1)N1CCC2CC1c1c(Cl)cccc12 (centres undefined)
  A: 0; B: 14%; C: .; D: -4%; E: 7%; F: -12%; G: .; H: .; I: -15%
> CC(C)NC(=O)c1ccc2c(c1)N(Cc1cccc(Cl)c1)C(=O)c1ccccc1S2=O (centres undefined)
  A: -2; B: -2%[60.1 µM]; C: -16%; D: -2%; E: ?; F: -10%; G: .; H: -21%; I: -20%
> CCCC(=O)Nc1ccc(Cl)c(NC(=O)c2ccc(Br)o2)c1
  A: -2; B: 1%; C: 16%; D: -6%; E: 6%; F: 3%; G: 2%; H: ?; I: -6%
> COc1cc(C(=O)NCC2CCCO2)ccc1OCc1ccccc1 (centres undefined)
  A: -6; B: -11%; C: 23%; D: 2%; E: 0%; F: 7%; G: 6%; H: ?; I: 4%
> COc1cccc(N2C(=O)CC(N3CCC(c4nc5ccccc5[nH]4)CC3)C2=O)c1 (centres undefined)
  A: -4; B: -4%; C: -10%; D: -3%; E: 0%; F: -21%[11.4 µM]; G: 12%; H: -5%; I: -19%
> COc1cccc(-c2cn3c(n2)sc2cc(C(=O)NC4CCCCCC4)ccc23)c1
  A: -12; B: -19%; C: 15%; D: -1%; E: -26%; F: 29%; G: .; H: 5%; I: -4%
> Cc1nnc(SC(C)C(=O)Nc2ccc3c(c2)OCCO3)s1 (centres undefined)
  A: -3; B: -5%; C: -2%; D: .; E: -1%; F: 8%; G: -1%; H: 6%; I: -6%
> COc1cccc(-c2cc(C(=O)N3CCN(c4ncccn4)CC3)c3ccccc3n2)c1
  A: -2&5; B: -13%; C: -19%; D: 1%; E: ?; F: -16%; G: -4%; H: -8%; I: -21%
> O=C(NCc1ccccc1)c1cccc(S(=O)(=O)N2CCCCC2)c1
  A: -2; B: -5%; C: 1%; D: 19%; E: 1%; F: -1%; G: 43%[activator]; H: -15%; I: -14%
> O=C(NCCCl)NNC(=O)c1cc2ccccc2cc1O
  A: 23; B: 2%; C: 4%; D: 12%; E: 0%; F: -15%; G: 2%; H: 5%; I: -5%
> CCOc1ccc(C(=O)c2nc3c(n2O)CCCCC3)cc1
  A: 4; B: -6%; C: -17%; D: 1%; E: 0%; F: 4%; G: 7%; H: 0%; I: 1%
> CCCN(CCC)S(=O)(=O)c1ccc2c(c1)N(CC(=O)NC(C)c1ccccc1)C(=O)CS2 (centres undefined)
  A: 3; B: -14%[60.1 µM]; C: 10%; D: -3%; E: -20%; F: 1%; G: .; H: -9%; I: -2%
> COC(C[C@H]1O[C@@H]1[C@H](O)[C@H](C)OCc1ccccc1)OC
  A: -2; B: -3%; C: .; D: -1%; E: 19%; F: -2%; G: .; H: .; I: -17%
> C/C(=C\C(=O)c1ccc(Cl)cc1Cl)N(C)C
  A: 0; B: 3%; C: 5%; D: 5%; E: -17%; F: -21%; G: -2%; H: -13%; I: 0%
> CCOC(=O)c1cc2c(=O)n3ccccc3nc2n(CC2CCCO2)c1=NC(=O)c1ccc(OCC)cc1 (centres undefined)
  A: 4; B: -8%; C: -1%; D: 2%; E: -26%; F: -12%; G: .; H: 32%[activator]; I: -18%
> C[C@@H](NC(=O)Cn1ccc(N)nc1=O)c1cccc2ccccc12
  A: -7; B: -14%; C: .; D: -1%; E: 7%; F: 30%; G: -9%; H: .; I: -9%
> COc1ccc(NC(=O)N2CCCc3cccc(C)c32)cc1
  A: 2; B: -16%; C: -4%; D: 4%; E: 238%[activator]; F: 22%; G: -1%; H: -4%; I: 1%
> Cc1cccc(-c2nnc3sc(-c4ccccc4)nn23)c1
  A: -4; B: -9%; C: 28%; D: 7%; E: -5%; F: -1%; G: -2%; H: -9%; I: -18%

Shown with two lines to a compound: entries from further up
Every second line gives: LDHA inh | Pol kappa inh | POLB inh | ERG-DNA inh | 12-LOX inh | RGS4 inhibitor | APEX1 inh | Apoferritin bind | POLH inh
COC(C[C@H]1O[C@@H]1[C@H](O)[C@H](C)OCc1ccccc1)OC
→ -2 | -3% | . | -1% | 19% | -2% | . | . | -17%
COc1cccc(-c2cc(C(=O)N3CCN(c4ncccn4)CC3)c3ccccc3n2)c1
→ -2&5 | -13% | -19% | 1% | ? | -16% | -4% | -8% | -21%

Looked up one by one from the entries so far (two):
Labels used below – A = LDHA inh; B = Pol kappa inh; C = POLB inh; D = ERG-DNA inh; E = 12-LOX inh; F = RGS4 inhibitor; G = APEX1 inh; H = Apoferritin bind; I = POLH inh
> CCOc1ccc(C(=O)c2nc3c(n2O)CCCCC3)cc1
  A: 4; B: -6%; C: -17%; D: 1%; E: 0%; F: 4%; G: 7%; H: 0%; I: 1%
> CCOC(=O)c1cc2c(=O)n3ccccc3nc2n(CC2CCCO2)c1=NC(=O)c1ccc(OCC)cc1 (centres undefined)
  A: 4; B: -8%; C: -1%; D: 2%; E: -26%; F: -12%; G: .; H: 32%[activator]; I: -18%

Next section.
Labels used below – A = LDHA inh; B = Pol kappa inh; C = POLB inh; D = ERG-DNA inh; E = 12-LOX inh; F = RGS4 inhibitor; G = APEX1 inh; H = Apoferritin bind; I = POLH inh
> O=C1CCC(=O)N1CC1CC2CCC1C2 (centres undefined)
  A: 3; B: -3%; C: -2%; D: -11%; E: 2%; F: 4%; G: 68%[activator]; H: -24%; I: -7%
> Cc1ccc(NC(=O)C2(c3ccccc3)CCOCC2)c([N+](=O)[O-])c1
  A: -6; B: -5%; C: 28%; D: 9%; E: -19%; F: -5%; G: -1%; H: 0%; I: -5%
> COC(=O)Nc1ccc(S(=O)(=O)N2CCC(C(=O)NC3CCCCC3)CC2)cc1
  A: -10; B: -2%; C: -14%; D: -4%; E: -24%; F: 18%; G: 4%; H: -4%; I: -5%
> Cc1cc(NC(=O)CCC(=O)N(c2cccc(F)c2)C(C(=O)NC2CCCC2)c2ccncc2)no1 (centres undefined)
  A: -16; B: 0%; C: 3%; D: -6%; E: 0%; F: 7%; G: -2%; H: -9%; I: 0%
> CCOc1ccc(CCNC(=O)c2cc3c(-c4ccc(OC)c(OC)c4)nn(C)c3s2)cc1OCC
  A: -12; B: -9%; C: 9%; D: 19%; E: ?; F: 8%; G: .; H: 7%; I: -13%
> CC1CCCCC12NC(=O)N(CC(=O)Nc1ccc(Cl)c(S(=O)(=O)N3CCOCC3)c1)C2=O (centres undefined)
  A: -10; B: -13%; C: .; D: 12%; E: 6%; F: -2%; G: -2%; H: .; I: -15%
> CCOc1ccc2nc(SCC(=O)Nc3ccc(S(=O)(=O)N4CCCC4)cc3)c(C)cc2c1
  A: -2; B: -36%; C: -2%; D: ?; E: -12%; F: 7%; G: 12%; H: -5%; I: -11%
> CCCCN(C)CCNC(=O)c1c[nH]c2ccc(S(=O)(=O)N(CC)CC)cc2c1=O
  A: 0; B: -11%; C: 30%; D: 5%; E: 0%; F: 0%; G: -3%; H: -16%; I: -5%
> COc1cc(OCc2ccccc2)c(OC)c(OCc2ccccc2)c1
  A: 26; B: -3%; C: .; D: -5%; E: -24%; F: -9%; G: .; H: .; I: -17%
> CCOc1ccc(CC(=O)N/N=C(\C)c2cccnc2)cc1
  A: -6; B: -2%; C: 2%; D: 10%; E: 473%[activator]; F: 9%; G: 39%; H: -22%; I: 3%
> CC(=O)Nc1ccccc1OCCOc1ccc(Br)cc1
  A: 0; B: 0%; C: 4%; D: 18%; E: -8%; F: -9%; G: -2%; H: ?; I: -16%
